MEKK2 WT-MEK5 = modulators of MEK5 binding to wildtype MEKK2, primary screen, biochemical, multiplex bead flow cytometry, Alexa488-MEK5; Alexa488-MEK5 binding to MEKK2 WT; actives lie on both sides; binding response (% of control), % at 10 µM; actives 1.1% (n = 290,000); in the data active means binding response below about 67% or above about 130%
NS3 helicase inh = inhibitors of HCV NS3 helicase, primary screen, biochemical, Cy5 molecular beacon fluorescence. Hepatitis C virus NS3 helicase. NS3 helicase DNA unwinding. inhibition, % at 10.9 µM. AID 1800, 2009. actives 0.56% (n = 290,000);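 active means inhibition above the mean of all tested compounds plus 3 SD, set per campaign, cut at about 35% in these data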;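 further: 0% = DMSO wells and 100% = thioflavine S control wells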
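test system = hepatitis C virus NS3 helicase domain fragment enzyme | reagent = annealed dual-labelled DNA beacon duplex, ATP-started | times = 1 h at 25 °C | detection = Cy5 fluorescence, 0 and 60 min reads | read-out basis = percent inhibition from t60/t0 fluorescence ratio | control set = DMSO and thioflavine S | replication = one well per compound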
DNA FID counter = compounds displacing fluorescent DNA intercalator, primary screen, artefact control for HCV NS3 helicase inhibitor project, biochemical, FID fluorescence. DNA fluorescent intercalator displacement. inhibition, % at 7.9 µM. actives 0.17% (n = 290,000); in the data active means inhibition above about 37%;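 further: 0% = vehicle and 100% = reference compound; higher means more ethidium bromide displaced from hairpin DNA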
CRFBP-R2 agonist = agonists of CRF-BP/CRF-R2 complex, primary screen, cell-based, HEK293, calcium dye fluorescence, uHTS; CRF-binding protein / CRF receptor 2 complex (human); calcium dye fluorescence (FLIPR); percent of saturating CRF peptide response; activation, % at 13.2 µM; actives 0.46% (n = 350,000);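 active means activation of at least 50%, plus an integration ratio under a set limit after plate pattern correction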;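 further: plate controls were neutral control wells without compound for no effect and CRF at EC100 for full effect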
MEKK3 PB1 HTS = modulators of MEKK3-MEK5 PB1 binding, primary screen, biochemical, wildtype MEKK3, multiplex bead flow cytometry, Alexa488-MEK5. Mitogen-activated protein kinase kinase kinase 3 (Homo sapiens), Q99759. bead-based flow cytometry, Alexa488-MEK5 binding to MEKK3; actives lie on both sides; 0 = blocked by unlabeled MEK5, 100 = vehicle. binding response (% of control), % at 10 µM. actives 1.4% (n = 290,000);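 active means binding response more than 3 SD above or below the average of its plate-row segment, actives on both sides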;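 further: Alexa488 bead fluorescence after subtracting the streptavidin-only scavenger bead signal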
Target sequence (Q99759 whole entry, looked up): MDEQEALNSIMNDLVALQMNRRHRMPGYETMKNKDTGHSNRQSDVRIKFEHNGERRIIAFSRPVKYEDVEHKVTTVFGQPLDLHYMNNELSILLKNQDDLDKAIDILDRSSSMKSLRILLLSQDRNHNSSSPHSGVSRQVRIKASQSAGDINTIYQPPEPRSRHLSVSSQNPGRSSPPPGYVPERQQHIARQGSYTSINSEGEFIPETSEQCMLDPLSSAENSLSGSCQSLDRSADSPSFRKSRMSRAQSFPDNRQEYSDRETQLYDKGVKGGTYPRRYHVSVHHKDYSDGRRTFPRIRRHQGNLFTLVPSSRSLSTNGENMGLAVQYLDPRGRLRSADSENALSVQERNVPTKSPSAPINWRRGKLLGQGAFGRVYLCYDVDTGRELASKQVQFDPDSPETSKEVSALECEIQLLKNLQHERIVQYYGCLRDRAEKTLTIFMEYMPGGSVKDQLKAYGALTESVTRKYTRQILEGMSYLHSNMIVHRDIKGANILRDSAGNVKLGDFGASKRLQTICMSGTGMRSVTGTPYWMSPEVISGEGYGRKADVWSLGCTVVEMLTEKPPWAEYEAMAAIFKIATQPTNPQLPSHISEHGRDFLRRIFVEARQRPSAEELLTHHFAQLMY
GalR3 antagonist = GalR3 antagonists in HEK293 cells, primary screen, cell-based, fluorescence readout; Galanin receptor type 3 (Homo sapiens), O60755; HEK293 GalR3-CNG cAMP membrane potential fluorescence; galR3 body fused to GalR1 C-terminus; inhibition, % at 3 µM; actives 0.44% (n = 360,000); AID 651719, 2012;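 active means inhibition above the screen-wide average plus 3 SD, cut at about 13% in these data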;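 further: forskolin and galanin both at EC90 stimulate the cells; cAMP rise reported by CNG channel membrane potential dye signal; 0% = forskolin plus galanin with DMSO and 100% = forskolin alone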
Target sequence (O60755 1-299 limits assumed): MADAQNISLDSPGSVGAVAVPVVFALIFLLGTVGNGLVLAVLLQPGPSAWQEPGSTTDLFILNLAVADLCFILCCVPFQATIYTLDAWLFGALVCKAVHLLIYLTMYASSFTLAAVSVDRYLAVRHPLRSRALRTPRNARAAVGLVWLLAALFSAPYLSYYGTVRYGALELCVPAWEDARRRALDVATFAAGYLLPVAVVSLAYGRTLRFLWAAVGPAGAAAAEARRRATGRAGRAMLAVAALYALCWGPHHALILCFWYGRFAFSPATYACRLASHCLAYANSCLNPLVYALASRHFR
MEKK2mut PB1 HTS = MEK5 binding signal on mutant MEKK2 PB1, primary screen, biochemical, multiplex bead flow cytometry, Alexa488-MEK5 | Alexa488-MEK5 binding to MEKK2 mutant | percent response, % at 10 µM | actives 0.35% (n = 290,000); in the data active means percent response above about 24%, passing the limit was not always enough; further: inactives centre near 1; some results filed as inactive read as strong as hits
UBC9 SUMO inh = inhibitors of in vitro SUMOylation cascade, primary screen, biochemical, HTRF, uHTS. SUMO-conjugating enzyme UBC9 (Homo sapiens), P63279. HTRF SUMOylation assay, SAE1/SAE2 + UBC9. inhibition, % at 35 µM. actives 0.36% (n = 290,000); in the data active means inhibition above about 50%, passing the limit was not always enough; further: strong numbers were not always called active
Target sequence (P63279 whole entry, looked up): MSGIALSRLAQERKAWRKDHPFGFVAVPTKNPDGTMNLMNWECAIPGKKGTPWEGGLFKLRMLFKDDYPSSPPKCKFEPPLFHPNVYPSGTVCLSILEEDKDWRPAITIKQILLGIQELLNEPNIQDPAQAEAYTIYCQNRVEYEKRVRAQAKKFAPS
CRFR2-BP antag = antagonists of CRF-BP/CRF-R2 complex, primary screen, cell-based, HEK293, calcium dye fluorescence, uHTS; AID 588475, 2011; actives 0.59% (n = 350,000); inhibition, % at 11.8 µM; CRF-induced calcium fluorescence;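 active means inhibition of the ligand-induced calcium signal above about 50% at the single tested concentration, limit read from the data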
* marks the source's active call; other numbers are inactive results; . = not tested or not shown; [ ] = remark or other dose. This is a subset, so the mix of outcomes need not match the whole.

SMILES	MEKK2 WT-MEK5	NS3 helicase inh	DNA FID counter	CRFBP-R2 agonist	MEKK3 PB1 HTS	GalR3 antagonist	MEKK2mut PB1 HTS	UBC9 SUMO inh	CRFR2-BP antag
CC1=C(C(=O)NCc2ccccc2)C(c2cc(Br)cc(Br)c2OC(C)C)NC(=O)N1 (stereo unspecified)	99	5	-24	-0.9	121	-5	1	4	-41
CCOc1ccccc1-n1cnc2cc(C(=O)NCc3ccco3)ccc21	103	6	-26	-2.0	104	-2	16	3	-1
OC(CNCc1ccco1)Cn1c2ccccc2c2ccccc21 (stereo unspecified)	112	-61	27	-0.7	97	-3	0	23	-2
c1cc(Nc2cccc3nccnc23)c2nccnc2c1	94	-1	2	-1.7	100	4	-4	4	13
COc1ccc(-n2c(Cc3cc(=O)[nH]c(=O)[nH]3)nnc2SCC(=O)N2CCCC2)cc1	.	-6	-6	-0.4	.	1	.	8	5
CCc1cccc(C)c1NC(=O)CO/N=C(\N)CC(=O)NC1CCCCC1	93	0	-13	-1.6	92	-4	-1	18	-7
COc1c(Br)cc(Br)cc1C(=O)Nc1ccccc1N1CCCC1	108	-6	-18	-0.7	104	-7	-1	-8	7
Cn1cc(-c2cc(C(=O)O)on2)cn1	96	6	-7	0.5	97	-6	3	-1	16
O=S(=O)(NCc1ccccc1)c1ccc(S(=O)(=O)N(Cc2ccccn2)Cc2ccco2)cc1	102	-2	-10	5.7	103	1	3	2	-9
COc1ccc(NS(=O)(=O)c2cc(NC(=O)Cc3cccs3)ccc2C)cc1	92	-3	-14	-2.1	90	-5	-5	-9	0
N=c1oc2cc(O)ccc2cc1C(=O)Nc1ccccn1	96	-1	-1	.	98	.	0	30	.
COc1ccc(C2Nc3ccccc3C(=O)N2Cc2ccco2)cc1COc1ccc(NC(C)=O)cc1 (stereo unspecified)	105	-7	-24	-1.8	103	-5	9	7	9
COc1ccc(C)cc1-n1nnnc1SCC(=O)c1cc(C)n(Cc2ccco2)c1C	93	52*	-29	5.7	97	-4	-2	33	-2
CCOC(=O)c1ccc(S(=O)(=O)Nc2cc(C(=O)O)ccc2Cl)cc1	103	7	-9	2.3	103	-2	1	16	-4
COCCNc1nnc(SCC(=O)Nc2cc(-c3ccccc3)nn2-c2ccccc2)s1	100	-16	-18	-2.3	68*[inhibitor]	3	-1	-19	13
CCOC(=O)N1CCC(NC(=O)Cn2cc3c(n2)CCC(C)C3)CC1 (stereo unspecified)	97	-20	-25	-0.8	94	-2	-4	12	10
Cc1cccc(NS(=O)(=O)c2cc(C(=O)OC(C)C(=O)NCc3ccc4c(c3)OCO4)ccc2C)c1 (stereo unspecified)	103	-7	-10	0.1	127	-5	0	-14	-12
Clc1ccc(SCCCCn2cncn2)cc1	102	1	-3	3.6	101	-7	5	-6	-13
Cc1ccccc1N/C(SCc1ccc(Cl)cc1)=C(/C#N)C(=O)NCc1ccco1	104	19	-10	0.5	108	-5	4	1	14
CCOC(=O)c1ccc(N2C(=O)CC(C(=O)OC)=C2C)cc1	108	10	-29	1.6	104	0	5	13	-11
Fc1ccccc1CN1CCCN(C(=S)Nc2cccc(Cl)c2)C1	109	-23	3	0.2	107	-10	-11	6	-11
CCOC(=O)c1cnc2c(cnn2C)c1NCCC(O)C(F)(F)F (stereo unspecified)	99	1	-14	0.0	97	-3	-3	-6	-3
CCCc1nc2ccc(NC(=O)c3cccs3)cc2c(=O)n1Cc1ccc(Cl)cc1	109	-10	-3	1.1	105	4	3	-15	-32
CCOC(=O)N1CCN(C(=O)CCC(=O)N2CCOc3ccc(C)cc32)CC1	99	7	-24	0.8	95	-2	-3	4	5
O=C(O)CCC(=O)NNC(=O)COc1ccc(Cl)cc1Cl	91	-9	1	8.5	99	0	-6	9	3

(continued)
SMILES	MEKK2 WT-MEK5	NS3 helicase inh	DNA FID counter	CRFBP-R2 agonist	MEKK3 PB1 HTS	GalR3 antagonist	MEKK2mut PB1 HTS	UBC9 SUMO inh	CRFR2-BP antag
CC(=O)C1CCCN(C(=O)c2ccc3nc(Cc4cccc(Cl)c4)oc3c2)C1 (stereo unspecified)	106	10	-48	-1.0	103	1	9	18	2
O=[N+]([O-])c1ccc(OCC(O)CNCCNc2nccc(C(F)(F)F)n2)cc1 (stereo unspecified)	104	-16	12	0.1	96	-5	1	9	1
Cc1ccc(C(C)C)c(OCC(=O)Nc2ccccc2N2CCN(C)CC2)c1	113	-43	9	-1.4	101	-4	0	14	-8
Cc1cc(C)nc(SCc2csc(-c3ccccc3)n2)n1	109	-8	-22	-1.5	113	-9	0	6	12
Cc1nc(SC(C)C(=O)NC2CCCCC2C)c2c(C)c(C)sc2n1 (stereo unspecified)	93	0	-13	-0.9	97	-1	-6	-5	5
CC(C)(C)NC(=O)NCc1ccco1	112	-3	-3	-0.2	109	-5	14	15	18
O=C1NCCN1Cc1ccccc1	107	0	-4	-2.3	103	-3	13	-7	1
Cc1ccc(S(=O)(=O)C(CCC(=O)N2CCOCC2)S(=O)(=O)c2ccc(C)cc2)cc1	100	0	-26	1.5	100	-1	2	12	11
O=S(=O)(c1ccccc1)c1nc(Nc2cccc(O)c2)sc1Cl	103	-1	-5	-4.0	106	-3	1	-28	21
CCn1c(=O)c2c(nc3n2CCS3)n(C)c1=O	108	6	-2	0.5	104	-2	8	7	-4
Cc1ccc(C)c(NC(=O)C2CC(O)CN2C(=O)Oc2ccccc2)c1 (stereo unspecified)	100	4	-5	-0.6	99	-8	-2	10	42
CCN(CC)C(=O)c1cc2cc(Br)ccc2oc1=O	105	6	-2	1.3	102	-7	5	-5	26
CCN1C(=O)/C(=C/N(C)C)c2ccccc21	90	-9	-3	-1.2	86	-1	-9	16	0
CC(C)c1ccc(NC2CCCN(C(=O)c3n[nH]c4c3CCC4)C2)cc1 (stereo unspecified)	105	1	-33	-1.7	103	31*	2	-16	6
OC(CN1CCCC1)Cn1ccc2ccccc21 (stereo unspecified)	146*	-32	0	-0.3	101	-16	31*	7	6
O=C(NCc1ccc2c(c1)OCO2)c1cccnc1	96	0	0	-1.8	98	-2	-11	9	12
CCC(=O)Nc1nc2ccccc2n1CCN(C)C	112	5	2	-0.4	108	-6	4	8	-6
Cc1cccc(-n2c(N)c(-c3nc4ccccc4n3C)c3nc4ccccc4nc32)c1	98	3	3	37	112	-2	2	-5	-103
Nc1cc(C(=O)O)c(Oc2ccc(Cl)cc2Cl)cc1C(=O)O	94	7	0	0.3	94	1	-2	13	-8
CCCCc1ccc(CC(=O)O)cc1	101	9	-4	2.7	109	-6	1	8	5
Nc1nonc1C(=O)N/N=C/c1cc(Br)ccc1O	93	11	3	56*	101	-13	-10	41	-36
O=C(O)CCCCOn1ccnc1	97	-5	4	1.5	104	2	-10	4	24
O=C(N/N=C\C=C\c1ccc(Br)cc1)c1ccc2c(c1)OCO2	81	3	-10	-0.2	91	-9	-6	16	3
COc1cc([N+](=O)[O-])ccc1N1C(=O)CC(Sc2nccc(C)n2)C1=O (stereo unspecified)	105	9	-2	0.0	109	-2	5	5	7
COC(=O)c1ccccc1NC(=O)N1CCN(c2ccc(OC)cc2)CC1	105	8	-4	-0.1	101	0	-1	-4	-3

Individual results from the entries so far.
Under DNA FID counter, CC(C)c1ccc(NC2CCCN(C(=O)c3n[nH]c4c3CCC4)C2)cc1 (stereo unspecified) is listed with -33
Under NS3 helicase inh, CC(C)(C)NC(=O)NCc1ccco1 is listed with -3

5 of the entries above in order of the MEKK3 PB1 HTS value, high to low:
Structure	MEKK3 PB1 HTS
CC(C)(C)NC(=O)NCc1ccco1	109
CCC(=O)Nc1nc2ccccc2n1CCN(C)C	108
O=C1NCCN1Cc1ccccc1	103
OC(CN1CCCC1)Cn1ccc2ccccc21 (stereo unspecified)	101
Cc1ccc(S(=O)(=O)C(CCC(=O)N2CCOCC2)S(=O)(=O)c2ccc(C)cc2)cc1	100

The list goes on.
SMILES	MEKK2 WT-MEK5	NS3 helicase inh	DNA FID counter	CRFBP-R2 agonist	MEKK3 PB1 HTS	GalR3 antagonist	MEKK2mut PB1 HTS	UBC9 SUMO inh	CRFR2-BP antag
O=C(NCC(=O)N1CCCC1)c1ccc(Br)o1	108	-8	-1	0.8	105	-3	8	5	-10
C1=CC2c3ccccc3NC(c3ccncc3)C2C1 (stereo unspecified)	78	13	-11	1.6	87	-1	-8	19	14
CC(=O)Oc1ccc(N(C(C)=O)S(=O)(=O)c2ccc3ccccc3c2)cc1	99	6	-26	-1.0	96	-12	-1	-15	13
CN(C)/C=N/c1sc2c(c1C#N)CCCCC2	93	-10	-12	0.6	88	-6	-4	10	21
O=C(O)c1ccc(-c2ccccn2)s1	.	-2	5	0.3	.	5	.	-7	5
COc1ccc(N2CCN(C(CNC(=O)C(C)(C)C)c3cccnc3)CC2)cc1 (stereo unspecified)	106	23	-26	0.9	108	-6	-1	-2	-1
O=C(NNS(=O)(=O)c1ccccc1[N+](=O)[O-])c1cccc(Cl)c1	94	-3	0	-0.6	91	-7	-2	3	8
Cc1ccc(-c2nnc(SCC(=O)NNC(=O)COc3cccc(C)c3)n2C)cc1	112	1	-18	1.1	107	-7	8	-10	9
CCOC(=O)CSc1nc(N)c(C#N)c(-c2cccs2)c1C#N	98	0	-3	-1.0	101	-4	8	-56	21
O=C(Nc1cc(Cl)cc(Cl)c1)C(NCCCO)c1ccccc1 (stereo unspecified)	99	-2	-9	.	94	.	0	12	.
COC(=O)Cc1c(C)nc2nc(-c3cccnc3)[nH]n2c1=O	98	-6	0	4.6	101	-1	0	7	12
Cc1onc(COc2ccccc2O)c1Br	106	1	-5	-1.0	107	-3	1	11	-10
COc1ccc(N/C=C(\C#N)S(=O)(=O)c2ccc(Cl)cc2)c(OC)c1	97	-12	-29	-2.3	103	-5	3	-8	-28
CC1CC(NC(=O)Cc2ccc(Br)cc2)CC(C)(C)C1 (stereo unspecified)	101	-3	-21	-2.7	112	0	4	2	25
CC1(C)Cc2c(sc3c2C2=NCCN2C=N3)CO1	107	-5	0	2.6	97	-4	3	6	-1
COc1ccc(NC(=O)N2CCc3ccccc3C2)cc1	107	2	-14	0.0	102	4	3	3	4
CNC(=S)N1CCC(NC(=O)C(Cc2ccc(OC)cc2)NC(C)=O)CC1 (stereo unspecified)	99	-2	-2	1.3	94	-6	1	5	2
O=C(NCCN1C(=O)S/C(=C\c2cccs2)C1=O)c1ccc(=O)[nH]c1	100	17	-7	.	100	.	-1	4	.
CC(=O)Nc1ccc(C(=O)CS(=O)(=O)c2ccc(C)cc2)cc1	99	-12	6	0.9	102	-3	1	-4	-20
O=S(=O)(c1ccc2c(c1)OCCO2)N1CCC(n2nnc3cc(F)ccc32)CC1	98	-1	-5	-0.1	99	-4	1	-13	-18
CCOc1cc(C(=O)N=c2sccn2C)cc(Br)c1OC	98	-1	-23	0.1	102	0	-1	-6	-5
